# M4 PAM: CHRM4 positive allosteric modulation | P08173 | CHO-K1 hM4/Gqi5, Fluo-8 calcium fluorescence, ACh EC20; 0% = ACh EC20, 100% = maximal ACh | activation, % at 3 µM | 0.4% of 360,000 active;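 active = activation above its plate's cutoff, the mean activation of sample wells plus 3 SD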; note: some results filed as inactive read as strong as hits
# M4 antag: blocks acetylcholine activation of human M4 receptor | P08173 | CHO-hM4 cells, ACh EC80, Fluo-8 calcium fluorescence | inhibition, % at 3 µM | 0.73% of 360,000 active;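 active = inhibition above its plate's cutoff, the mean inhibition of sample wells plus 3 SD, cut at about 27% in these data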;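 note: 0% = acetylcholine EC80 with DMSO and 100% = DMSO without agonist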
# CRFR2-BP ag: agonists of human CRF-binding protein/CRF-R2 receptor complex. 0.46% of 350,000 active. HEK293 CRF-R2/CRF-BP, calcium dye fluorescence (FLIPR); percent of saturating CRF peptide response. activation, % at 13.2 µM;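 active = activation of at least 50%, plus an integration ratio under a set limit after plate pattern correction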;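 note: plate controls were neutral control wells without compound for no effect and CRF at EC100 for full effect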
# M1 antag: antagonists of human M1 muscarinic receptor; 1.3% of 360,000 active; inhibition, % at 3 µM; CHO-K1 hM1, Fluo-8 calcium fluorescence, ACh EC80 antagonist; AID 588852; P11229;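 active = percent inhibition above its own plate's cutoff, namely the mean of that plate's compound wells plus 3 SD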;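 note: peak over basal fluorescence ratio during 140 s after agonist addition; 0% = ACh EC80 plus DMSO and 100% = DMSO alone without agonist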
# Target sequence (P11229 whole entry, looked up): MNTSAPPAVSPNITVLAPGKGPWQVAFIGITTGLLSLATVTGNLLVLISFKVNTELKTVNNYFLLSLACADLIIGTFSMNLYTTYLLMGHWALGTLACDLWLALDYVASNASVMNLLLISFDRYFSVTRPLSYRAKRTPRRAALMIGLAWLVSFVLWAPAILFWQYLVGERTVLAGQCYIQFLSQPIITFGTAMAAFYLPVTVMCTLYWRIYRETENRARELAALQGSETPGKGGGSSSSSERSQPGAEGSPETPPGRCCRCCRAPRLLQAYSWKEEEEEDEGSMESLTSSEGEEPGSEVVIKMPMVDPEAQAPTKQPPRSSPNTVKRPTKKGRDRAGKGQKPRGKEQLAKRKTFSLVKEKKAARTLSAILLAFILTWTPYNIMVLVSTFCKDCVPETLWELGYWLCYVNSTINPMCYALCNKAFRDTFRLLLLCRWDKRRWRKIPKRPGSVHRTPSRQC
# CHRM5 agonist: CHRM5 agonism in calcium assay; P08912; activation, % at 3 µM; 0.19% of 360,000 active; CHO-K1 hM5 cells, Fluo-8 calcium fluorescence; 0% DMSO wells, 100% maximal acetylcholine response;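 active = activation above the run's mean over test compounds plus 3 SD, cut at about 23% in these data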;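 note: signal is peak over basal fluorescence ratio across the kinetic read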
# Target sequence (P08912 whole entry, looked up): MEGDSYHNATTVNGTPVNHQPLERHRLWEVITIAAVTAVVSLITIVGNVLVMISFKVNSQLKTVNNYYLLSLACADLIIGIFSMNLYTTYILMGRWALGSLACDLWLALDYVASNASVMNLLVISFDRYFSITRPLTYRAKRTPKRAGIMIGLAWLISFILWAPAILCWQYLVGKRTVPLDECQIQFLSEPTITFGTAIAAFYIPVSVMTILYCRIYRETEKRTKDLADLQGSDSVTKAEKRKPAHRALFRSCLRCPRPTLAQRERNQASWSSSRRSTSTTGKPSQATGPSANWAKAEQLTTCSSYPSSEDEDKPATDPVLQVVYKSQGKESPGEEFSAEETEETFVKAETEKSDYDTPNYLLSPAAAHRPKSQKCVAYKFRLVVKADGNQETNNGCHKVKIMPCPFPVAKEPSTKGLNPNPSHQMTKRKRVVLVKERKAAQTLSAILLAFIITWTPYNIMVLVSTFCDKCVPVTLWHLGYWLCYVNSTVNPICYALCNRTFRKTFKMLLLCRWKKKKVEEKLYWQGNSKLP
# M5 antag: blocks acetylcholine activation of human M5 receptor | CHO-hM5 cells, Fluo-8 calcium fluorescence, ACh EC80 | inhibition, % at 3 µM | 0.59% of 360,000 active;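 active = inhibition above a per-plate cutoff, the mean of that plate's test compounds plus 3 SD, cut at about 27% in these data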;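 note: 0% = acetylcholine EC80 with DMSO and 100% = DMSO without agonist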
# M4 ag: CHRM4 agonism in calcium assay. P08173. CHO-K1 hM4/Gqi5, Fluo-8 calcium fluorescence; vehicle 0%, full acetylcholine response 100%. activation, % at 3 µM. 0.14% of 360,000 active. AID 624127;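 active = activation above the run mean over all test wells plus 3 SD, cut at about 32% in these data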;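 note: peak over basal fluorescence ratio per well then scaled between controls; 0% = DMSO wells and 100% = acetylcholine at EC100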
# CHRM1 PAM: positive allosteric modulators of human M1 muscarinic receptor; CHO-K1 hM1, Fluo-8 calcium fluorescence, ACh EC20; 0% = ACh EC20, 100% = maximal ACh; activation, % at 3 µM; 0.088% of 360,000 active; in the data active = activation above about 19%, passing the limit was not always enough
# CHRM5 PAM: CHRM5 positive allosteric modulation | 0.3% of 360,000 active | CHO-K1 hM5, Fluo-8 calcium, ACh EC20 PAM; 0% = ACh EC20, 100% = ACh EC100 | P08912 | activation, % at 3 µM;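 active = activation above the run cutoff, the mean activation of all test compounds plus 3 SD, cut at about 18% in these data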
#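 system = human M5 receptor in CHO-K1 cells | compound = one concentration, 3 µM final (nominal) | schedule = Post-acetylcholine fluorescence recording 140 s | signal = Fluo-8 calcium dye fluorescence, kinetic read | benchmarks = low control EC20 acetylcholine (0%), high control EC100 acetylcholine (100%) | repeats = singlicate, one well per test compound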
# Active calls of the source: *; . = not tested or not shown.
SMILES,M4 PAM,M4 antag,CRFR2-BP ag,M1 antag,CHRM5 agonist,M5 antag,M4 ag,CHRM1 PAM,CHRM5 PAM
COc1ccc(S(=O)(=O)Cc2ccc(C(=O)N3CCN(c4ccc(Cl)cc4)CC3)o2)cc1,-6,-14,-0.3,2,6,9,17,-9,-21
O=C(C[n+]1ccc(C(=O)NCc2ccccc2)cc1)c1ccc(Cl)cc1,1,2,-0.3,-3,-4,4,1,4,4
Cc1cccc(C(=O)NNC(=O)c2ccccc2O)c1,6,0,0.5,-19,-1,6,2,12,-2
Cc1c(CCC(=O)O)c(=O)oc2c(C)c3occ(-c4ccc(Br)cc4)c3cc12,-1,4,-1.7,-18,-5,7,0,20,1
O=C(NNC(=O)c1cc2cc3ccccc3nc2s1)c1ccc(F)cc1,5,-3,3.0,-14,0,7,0,4,-7
COc1ccc(N(C)S(=O)(=O)c2cccc(C(=O)NC3=NCCS3)c2)cc1,-5,-1,2.0,14,0,4,3,-3,-2
Cc1cc(C)n2nc(C(=O)N3CCN(Cc4ccc5c(c4)OCO5)CC3)nc2n1,5,9,-0.8,-2,-3,1,1,3,4
CCc1cccc(OCCCN2C(=O)NC(C)(C)C2=O)c1,16,3,-1.6,-6,0,5,1,3,-2
O=C(c1ccco1)N1CCN(C(=O)c2ccco2)CC1,10,-5,.,11,1,-1,0,-6,-5
Cc1cc(C(F)(F)F)nc(SCc2ccc(C(=O)O)o2)n1,3,-6,-1.6,-8,-7,-7,0,8,-1
Cc1cc(=O)c(C(=O)O)nn1-c1ccc(Cl)cc1,11,1,0.3,-27,-2,5,0,5,-2
COc1ccc(Cl)c(CNC[C@H]2O[C@@H](n3cnc(C(N)=O)n3)[C@H](O)[C@@H]2O)c1,5,-23,3.3,-8,-1,-4,1,7,-1
CCOC(=O)c1c[nH]c2c([N+](=O)[O-])cc(OC)cc2c1=O,6,-3,-3.2,-17,0,2,1,9,9
CS(=O)(=O)c1ccc2nc(NC(=O)CCN3C(=O)c4ccccc4C3=O)sc2c1,0,-2,1.4,-12,2,-5,0,10,3
COc1ccc(C2CCCN2C(=S)Nc2cccc(Cl)c2)cc1OC (centres undefined),4,0,0.5,-21,1,-9,8,1,-1
Cc1cccc(C(=O)OCC(=O)N2CC(=O)Nc3ccccc32)c1C,0,6,2.1,-6,-3,7,2,10,11
CCCCN(CC)Cc1ccc(CNC(=S)Nc2ccccc2F)o1,-8,1,-2.2,-12,-3,11,0,4,0
CN(C(=O)c1ccc(NC(=O)Cc2cccc(NC(=O)C3CCCN(C(=O)C4CCCC4)C3)c2)cc1)C1CC1 (centres undefined),1,7,-1.0,-2,1,8,-1,-1,-5
CCOc1ccccc1Nc1nc(-c2cccnc2)cs1,-1,-4,-1.4,-2,-8,12,-2,-4,-1
Fc1ccc(CSc2nnc3ccccn23)c(Cl)c1,10,-5,-3.4,-2,-4,1,-1,15,3
O=C(CCc1nnc(Cc2cccc(C(F)(F)F)c2)o1)NCCc1ccccc1F,-6,10,-1.6,-11,-7,1,1,3,-2
Cc1ccn2c(NC3CCCC3)c(-c3cccs3)nc2c1,-6,-2,2.0,-10,-4,0,0,8,-4
CC(C)CCNC(=O)CN1C(=O)NC(c2ccccc2)(c2ccccc2)C1=O,5,4,0.9,-9,-4,12,2,9,-4
O=S(=O)(NC1CCCCC1N1CCC(O)CC1)c1ccccc1 (centres undefined),5,6,4.5,-13,-1,6,1,7,-1
O=C(CSc1nc(C2CC2)nc2ccccc12)Nc1ccccc1N1CCOCC1,-6,3,-0.8,6,-6,9,0,-1,-3
CC(=O)/C(=N/Nc1ccc([N+](=O)[O-])cc1)N1CCCc2ccccc21,-1,-11,1.2,7,6,-4,1,-3,7
Cc1ccccc1NC(=O)COC(=O)c1c[nH]c(=O)[nH]c1=O,-4,1,1.7,-2,0,-2,0,8,0
CC(C)(C)C1(O)CC(C(F)(F)F)=NN1C(=O)CCc1ccccc1 (centres undefined),-1,-3,1.1,-12,-7,-4,0,-5,-5
Brc1ccc(NCc2nnc3n2CCCCC3)cc1,7,-9,-0.5,-10,0,0,2,2,1
O=C(O)CCNC(=S)Nc1cccc(F)c1,-5,-9,0.7,-12,2,3,0,-4,8
CC(C)Sc1nnc(SCC(=O)NCCCN2CCCC2=O)s1,5,5,-2.3,6,1,9,1,-2,3
CCc1ccc([C@@H]2CC=C(C(=O)O)[C@H](c3ccc(F)cc3)N2S(=O)(=O)c2ccc(C)cc2)cc1,4,0,11,-5,-2,5,3,-1,-6
CC(C)CN(CC(C)C)C(=O)Nc1ccc(F)cc1F,-7,-9,0.2,-4,5,-1,0,3,-3
C[C@@H]1CN([C@@H](C)CO)C(=O)c2cc(Br)cnc2O[C@H]1CN(C)C(=O)Nc1ccc2c(c1)OCO2,4,1,-0.8,2,1,-14,2,0,4
Nc1nc(SCc2nc3scc(-c4ccccc4)c3c(=O)[nH]2)n[nH]1,7,-5,1.4,4,3,9,4,-2,-5
O=C(COc1ccccc1O)c1cccs1,4,10,-3.4,-10,1,-4,0,11,4
CC(Cl)C(=O)c1ccc2c(c1)CCN2C(=O)C1CC1 (centres undefined),5,1,-0.3,19,1,12,0,-3,-3
Cc1ccn2cc(-c3ccc(NC(=O)c4ccco4)cc3)nc2c1,5,3,-0.8,1,-1,4,4,-5,-6
CN(C)/C=C1/C=C(C=O)OC1=O,1,8,-1.6,-16,1,-2,0,7,11
COCc1cc(=O)[nH]c(-c2ccccc2)n1,15,-7,2.0,-12,-1,-7,1,10,8
COc1ccc(CCNC(=O)C2(C)CCC(=O)N2CCC(C)C)cc1OC (centres undefined),-2,-14,0.1,-26,0,-1,-1,14,1
COc1ccc2[nH]c3c(c2c1)CCN1C(=O)C(CC(=O)NCCC2=CCCCC2)C[C@H](C(=O)N2CCOCC2)[C@@]31CCC1CCCC1 (some centres undefined),3,-27,-1.4,-20,-1,-2,1,12,3
O=C(N/N=C/c1ccccn1)c1cc(-c2ccncc2)nc2ccccc12,-1,-2,16,-2,0,-4,4,3,0
Cc1cc2n(n1)C(c1cn(-c3ccccc3)nc1C)Nc1c(C)cccc1-2 (centres undefined),4,-3,1.8,1,0,1,0,4,-2
COc1ccc(CNC(=O)CCC(=O)Nc2nnc(C(C)C)s2)cc1,2,-3,1.4,11,2,2,0,-4,1
Cc1noc(C)c1CC(=O)Nc1ccc2c(c1)OCO2,7,3,0.9,-11,4,-3,2,12,-1
O=C(Cn1cnc2ccccc21)NCCCN1CCOCC1,0,-6,0.6,-3,-1,-8,0,3,-1
O=S(=O)(Nc1ccc(-c2cn3c(n2)SCC3)cc1)c1cccs1,9,-2,3.5,1,-2,11,2,5,-6

# Results in M4 PAM, M5 antag and M1 antag (3 entries from above):
SMILES,M4 PAM,M5 antag,M1 antag
COc1ccc(CNC(=O)CCC(=O)Nc2nnc(C(C)C)s2)cc1,2,2,11
Cc1noc(C)c1CC(=O)Nc1ccc2c(c1)OCO2,7,-3,-11
O=C(Cn1cnc2ccccc21)NCCCN1CCOCC1,0,-8,-3

# Remaining list, next part:
SMILES,M4 PAM,M4 antag,CRFR2-BP ag,M1 antag,CHRM5 agonist,M5 antag,M4 ag,CHRM1 PAM,CHRM5 PAM
Cc1ccc2c(c1)C(CCN)C(=O)N2Cc1ccccc1 (centres undefined),6,14,2.4,-10,-2,0,2,6,6
COc1ccc(CN2CCCC(C(=O)Nc3cccc(-n4cnnn4)c3)C2)c(C)c1C (centres undefined),-6,9,0.9,4,-4,-1,12,-5,1
COc1ccc(CNC(=O)COC(=O)c2cccc(S(=O)(=O)N3CCOCC3)c2)cc1,-3,-2,2.8,-2,1,4,11,3,-13
Cc1n[nH]c(C)c1CN(C)C(=O)c1cc(COc2ccc(F)c(F)c2)on1,-6,4,2.1,-5,7,-6,6,0,3
CCOC(=O)CC(=O)Nc1ccc(Br)cc1C(=O)O,0,-9,-1.1,-2,1,-2,0,-1,-2
Cc1onc(-c2c(F)cccc2Cl)c1C(=O)NNC(=O)C1CCN(Cc2ccccc2)CC1,-3,-3,-0.8,2,-10,4,1,-3,-5
CC(c1ccc(O)cc1)(c1ccc(O)cc1)c1ccc(CCBr)cc1,-2,7,-2.3,1,-1,8,1,1,-4
CC(=O)c1cccc(NC(=S)NC2CCCCC2)c1,3,-15,-0.7,-12,0,-13,3,8,6
CC(OC(=O)c1ccc(Cl)c(S(=O)(=O)N2CCc3ccccc32)c1)C(=O)Nc1ncc(Cl)cc1Cl (centres undefined),2,-13,13,0,-6,-14,1,-6,5
CC(C)(C)OC(=O)CNC(=O)c1[nH]cnc1C(=O)N[C@@H](Cc1ccccc1)C(=O)OC(C)(C)C,-1,-4,-1.2,8,2,12,7,1,-10
O=[N+]([O-])c1cccc(/C=N/NC2=NS(=O)(=O)c3ccccc32)c1,1,-4,2.4,2,1,-19,1,2,8
CC(c1nnnn1C(C)(C)C)N(Cc1cccnc1)Cc1ccccc1Cl (centres undefined),-5,12,-0.8,-10,-12,3,1,8,-2

# In another format: two of the compounds above.
> COc1ccc(CN2CCCC(C(=O)Nc3cccc(-n4cnnn4)c3)C2)c(C)c1C (centres undefined)
  M4 PAM = -6; M4 antag = 9; CRFR2-BP ag = 0.9; M1 antag = 4; CHRM5 agonist = -4; M5 antag = -1; M4 ag = 12; CHRM1 PAM = -5; CHRM5 PAM = 1
> COc1ccc(CNC(=O)COC(=O)c2cccc(S(=O)(=O)N3CCOCC3)c2)cc1
  M4 PAM = -3; M4 antag = -2; CRFR2-BP ag = 2.8; M1 antag = -2; CHRM5 agonist = 1; M5 antag = 4; M4 ag = 11; CHRM1 PAM = 3; CHRM5 PAM = -13

# Additional records follow:
SMILES,M4 PAM,M4 antag,CRFR2-BP ag,M1 antag,CHRM5 agonist,M5 antag,M4 ag,CHRM1 PAM,CHRM5 PAM
CC(C)CC1(C(=O)NCCc2c[nH]c3ccccc23)C=CCN1C(=O)c1ccccc1 (centres undefined),4,5,0.0,3,-2,15,1,2,0
CCC(=O)Nc1ccc(-c2nnc(SCC(=O)Nc3nccs3)n2C)cc1,-9,13,-0.7,-4,1,9,0,4,-5
C/C(Cc1ccccc1)=N\NC(=O)c1ccc(F)cc1,1,4,1.5,9,-5,-1,1,-4,0
O=S(=O)(Nc1ccc2c(c1)OCCO2)c1cnc[nH]1,2,0,-1.5,-26,-1,-5,0,5,16
COc1ccc(N=c2scc(C)n2CCCN2CCCC2=O)cc1,-2,6,-0.8,14,-1,6,1,-7,0
COc1cc2c(cc1OC)C(c1ccc(N(C)C)cc1)NCC2 (centres undefined),-1,-8,-1.1,-22,-3,7,1,11,-3
COc1ccc(CCNC(=O)NC2CCCCC2)cc1,4,1,2.2,-6,0,-1,0,8,1
COC(=O)[C@H](CCSC)NC(=O)Cn1cnc2c(OCc3ccccc3)ncnc21,-1,-3,0.9,-3,4,3,2,5,-4
CC1(c2nnc(-c3ccc(Cl)cc3)o2)CC(c2ccc(Cl)cc2)=NO1 (centres undefined),5,-13,12,-15,-4,-2,1,6,4
CCN(CC)CCCN1C(=O)CSC1c1ccc([N+](=O)[O-])cc1 (centres undefined),0,5,-1.0,-5,-1,15,1,3,-2
Cn1c(-c2ncc(F)cc2F)cc2onc(-c3c(F)cccc3Cl)c2c1=O,6,1,2.3,4,1,15,5,-4,-7
CCCN(CCC)C(=O)C1CCN(c2cc(C)nc3c(-c4ccc(OC)c(OC)c4)c(C)nn23)CC1,2,11,-4.8,-14,-2,8,-1,4,-4

# An unsorted share of the library (roughly 2.8% active in at least one column).
